Screens from PubChem.
MLLE-PAM2 inh: inhibitors of microRNA-mediated deadenylation, human PABP1 MLLE binding. GST-MLLE / FITC-PAM2 fluorescence polarization. inhibition, % at 20 µM. 360,000 compounds, 0.36% hits; in the data active = inhibition above about 35%, passing the limit was not always enough;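 note: plate controls were DMSO wells with GST-MLLE for no effect and wells lacking GST-MLLE protein for full effect; some results filed as inactive read as strong as hits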
Neddyl block: blocks human cullin neddylation; P61081+Q13564; TR-FRET cullin neddylation, biochemical; calls only at 25 µM; 360,000 compounds, 0.58% hits; AID 651699; in the data active = inhibition above about 36%
Rin1 Abl inh: inhibitors of human Rin1-Abl protein interaction. P00519+Q13671. TR-FRET Rin1/Abl binding, biochemical. inhibition, % at 7.35 µM. 360,000 compounds, 0.4% hits; in the data active = inhibition above about 5%, passing the limit was not always enough
SKN-1 block: C. elegans SKN-1 inhibition | C. elegans VP596 Pgst-4::GFP/RFP ratio, acrylamide-induced, 24 h | inhibition, % at 21.8 µM | 360,000 compounds, 0.49% hits | AID 624304;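 active = interference check ratio from 0.5 to 1.5 plus GFP to RFP signal ratio inhibition reaching or exceeding a fixed threshold, cut at about 30% in these data, passing the limit was not always enough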; note: some compounds called inactive have numbers as strong as hits
E coli Lon inh: inhibits E. coli Lon protease. purified E. coli Lon protease, fluorescence polarization. P0A9M0. inhibition, % at 7.94 µM. 360,000 compounds, 0.42% hits; in the data active = inhibition above about 13%, passing the limit was not always enough;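 note: 0% = enzyme with probe and DMSO and 100% = no enzyme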
FAS TE block: blocks the thioesterase domain of human fatty acid synthase | P49327 | recombinant FAS-TE, OMFH fluorogenic substrate, fluorescence endpoint | inhibition, % at 15 µM | 360,000 compounds, 0.67% hits | AID 602261;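 active = compounds whose normalised, plate-corrected inhibition of enzyme fluorescence in the single-dose primary screen is 50% or more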;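 note: 0% = DMSO with enzyme and 100% = substrate without enzyme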
CendR NRP1 mod: NRP-1/CendR interaction modulation; FAM-RPARPAR peptide binding to NRP-1, fluorescence polarization; 360,000 compounds, 0.85% hits; inhibition, % at 25 µM; O14786;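 active = inhibition or corrected inhibition above about 18%, plus a signal ratio from 0.5 to 1.5, limit read from the data, passing the limit was not always enough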; note: strong numbers were not always called active
Target sequence (O14786 whole entry, looked up): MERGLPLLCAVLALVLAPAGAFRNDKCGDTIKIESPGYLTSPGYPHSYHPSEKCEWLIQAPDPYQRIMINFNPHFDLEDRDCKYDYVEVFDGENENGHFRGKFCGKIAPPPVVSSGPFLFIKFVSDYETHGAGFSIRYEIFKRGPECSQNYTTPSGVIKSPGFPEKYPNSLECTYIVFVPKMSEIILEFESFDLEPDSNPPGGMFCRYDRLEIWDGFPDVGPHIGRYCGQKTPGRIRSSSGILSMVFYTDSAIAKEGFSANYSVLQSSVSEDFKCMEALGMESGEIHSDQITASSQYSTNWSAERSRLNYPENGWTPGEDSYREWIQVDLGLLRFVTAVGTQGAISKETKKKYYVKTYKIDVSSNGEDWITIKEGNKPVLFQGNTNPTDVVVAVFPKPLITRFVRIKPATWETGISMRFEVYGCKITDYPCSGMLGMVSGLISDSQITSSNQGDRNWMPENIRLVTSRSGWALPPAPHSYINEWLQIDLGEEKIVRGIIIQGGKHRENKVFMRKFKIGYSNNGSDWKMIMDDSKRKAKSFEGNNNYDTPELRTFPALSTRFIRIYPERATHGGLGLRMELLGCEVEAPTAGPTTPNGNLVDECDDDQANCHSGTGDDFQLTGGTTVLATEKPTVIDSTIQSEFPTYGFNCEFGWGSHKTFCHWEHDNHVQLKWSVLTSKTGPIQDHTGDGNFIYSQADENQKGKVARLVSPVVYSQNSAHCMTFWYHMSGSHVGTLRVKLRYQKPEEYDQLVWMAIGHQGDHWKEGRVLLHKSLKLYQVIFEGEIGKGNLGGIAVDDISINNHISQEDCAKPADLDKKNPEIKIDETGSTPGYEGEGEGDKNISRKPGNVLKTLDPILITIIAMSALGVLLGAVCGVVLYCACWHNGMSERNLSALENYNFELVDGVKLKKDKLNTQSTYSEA
MT1-MMP act inh: blocks activation of human MT1-MMP; HT1080 RFP-PRO-GFP cells, GFP/RFP ratio fluorescence, overnight; percent of plate control window, DMSO zero; GFP/RFP ratio change, % at 20 µM; P50281; 360,000 compounds, 0.061% hits; AID 651647;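 active = GFP/RFP ratio change of at least 30% with cell ATP level not reduced by more than half and red fluorescence within 50% of control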; note: strong numbers were not always called active
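Assay system: RFP-PRO-GFP reporter HT1080 cells; read-out basis: GFP/RFP fluorescence ratio; benchmarks: DMSO wells and RFP-L50D-GFP cells; doses: 20 µM single dose, 1% DMSO; schedule: overnight cell settling, then overnight compound exposure, 37 °C, 5% CO2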
bovine MsrA act: activators of bovine methionine sulfoxide reductase A. purified bovine MsrA, absorbance read-out. activation, % at 10.6 µM. 360,000 compounds, 0.3% hits. AID 602163; in the data active = activation above about 7.5%;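 note: 0% = vehicle and 100% = reference activator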
Numbers without * were called inactive; i = inactive.

SMILES	MLLE-PAM2 inh	Neddyl block	Rin1 Abl inh	SKN-1 block	E coli Lon inh	FAS TE block	CendR NRP1 mod	MT1-MMP act inh	bovine MsrA act
COc1ccc(-c2cnc[nH]2)cc1	0	i	-7	5	-5	-4	-1	3	-3
Cc1ccc(-n2c(Cc3noc4ccccc34)n[nH]c2=S)cc1	-57	i	-3	0	5	-6	3	6	-1
COc1ccc(F)cc1S(=O)(=O)Nc1cc2c3c(c1)CCC(=O)N3CCC2	4	i	0	8	-1	-8	-6	8	-5
Cc1ccc(CNC(=O)CCCn2c(=O)c3ccccc3n(CC(=O)NC3CCCC3)c2=O)cc1	-2	i	2	31	-7	-2	1	-6	-6
CC[C@]12c3[nH]c4ccc(Cl)cc4c3CCN1C(=O)[C@@H](CC(=O)NCCN1CCOCC1)C[C@@H]2C(=O)N1CCN(C(=O)C2CC2)CC1	-9	i	-3	3	6	-7	-16	2	-1
COc1ccccc1COn1c(=O)c(-c2ccco2)[n+]([O-])c2ccccc21	-11	i	2	7	0	9	-18	-8	-2
CCCCNC(=O)C1CCCN1C(=O)Nc1ccccc1 (configuration not stated)	7	i	-3	-28	4	-3	10	0	0
CC(C)C(=O)Nc1cccc(N2CCN(CCCN3C(=O)C4CCCCN4C3=O)CC2)c1 (configuration not stated)	-14	i	0	11	0	-7	-1	-1	-2
COc1ccc(CCN2C(=O)NC(NC(=O)C(C)(C)C)(C(F)(F)F)C2=O)cc1OC (configuration not stated)	5	i	-4	10	-6	-12	5	-1	-3
COc1ccc(C(=O)NC2CC2)cc1OC1CCN(Cc2ccc(SC)cc2)CC1	-1	i	4	3	4	-5	14	-11	-2
O=C(Nc1ccccc1Cc1ccccc1)c1ccccc1F	-9	i	1	-10	4	12	8	-1	-2
O=C(COC(=O)c1ccc(S(=O)(=O)Nc2ccccc2)cc1)NCc1ccco1	-14	i	-1	0	-9	0	24	2	-11
C=CCNC(=O)NC(=O)COn1nnc2ccc(S(=O)(=O)N(C)C)cc21	4	i	-1	-15	-13	-13	0	1	-5
COc1cc(C(C)=O)ccc1OCC(O)CN1CCN(S(=O)(=O)c2ccccc2)CC1 (configuration not stated)	-5	i	1	-12	-6	-9	-2	-2	-3
C#CCNc1nc(C)nc2c1nnn2Cc1ccccc1F	1	i	-1	6	6	-3	-1	-2	-2
Cc1ccc(OCC(=O)N/N=C\c2cccn2C)c([N+](=O)[O-])c1	5	i	1	25	-11	0	5	-3	-5
CC(=O)NCc1ccc(C(=O)O)cc1	3	i	2	2	-5	-7	6	3	4
O=C(O)CC/C(=C\c1cc([N+](=O)[O-])ccc1Cl)c1nc2ccccc2s1	1	i	-2	-4	-6	17	-28	3	-8
Cc1[nH]n(C(N)=S)c(=O)c1N=Nc1ccc([N+](=O)[O-])cc1Cl	19	i	3	-3	-3	10	39*	-1	-3
Fc1ccccc1/C=N/Nc1nn[nH]n1	5	i	-2	5	6	-4	-7	1	-2
CCCOCc1ccc(O)c2ncccc12	2	i	-1	-1	-10	4	-3	13	-3
CCC1CCc2sc(C(=O)N(C)CC(=O)Nc3ccc(OC)cc3)cc2C1 (configuration not stated)	-12	i	0	11	-4	12	0	0	1
CN1CCN(NC(=O)c2cccs2)CC1	-8	i	-9	-2	-1	-5	7	3	-10
COc1cc2cnc(C3=CCCCC3)cc2cc1OC	7	i	-1	-11	-2	2	8	2	-2
COc1nc(=O)n(C2OC(CO)C(O)C2O)cc1C (configuration not stated)	11	i	2	-7	0	-8	4	-2	0

Later entries
SMILES	MLLE-PAM2 inh	Neddyl block	Rin1 Abl inh	SKN-1 block	E coli Lon inh	FAS TE block	CendR NRP1 mod	MT1-MMP act inh	bovine MsrA act
N#Cc1ccc(S(=O)(=O)Nc2ccccc2N2CCOCC2)cc1	11	i	1	3	-11	-7	0	-1	-3
NC(=O)c1cc(Cl)ccc1OCC(=O)Nc1ccc2c(c1)OCO2	-13	i	4	2	22	15	2	8	-1
CN(C)CCCNc1ncnc2c1c(-c1ccccc1)cn2-c1ccccc1	2	i	-3	-5	-8	-2	4	-12	-2
CCOC(=O)C1=C(C)OC(N)=C(C#N)C1c1cc(F)ccc1F (configuration not stated)	8	i	-3	8	-4	0	7	-2	0
CC1=CC(=O)C2(C)C(C)=C(C)C12C (configuration not stated)	5	i	-3	17	-9	-7	0	-1	1
CCOC(=O)N1C2=NC(C(=O)OC)=C(C(=O)OC)[C@@H]3N(C)c4ccccc4[C@]23C[C@H]1C(=O)OC	2	i	0	2	0	-12	-8	0	-1
CC(C)CC(NS(=O)(=O)c1ccccc1)C(=O)O (configuration not stated)	17	i	0	4	-1	-9	14	-3	5
Cc1ccccc1NS(=O)(=O)c1c(C(=O)N2CCCCCC2)c(C)n(C)c1C	12	i	0	0	-1	-4	12	-4	-1
O=C(O)c1cc(N/N=C/C=C/c2ccccc2)ccc1Cl	12	i	1	1	4	9	-2	1	-5
O=C(O)c1cc(NC(=O)c2ccc3c(c2)C(=O)N(Cc2ccccc2)C3=O)cc(C(=O)O)c1	16	i	2	1	4	11	-30	0	-2
O=C(COc1ccc(F)cc1F)Nc1cccnc1	10	i	1	3	-2	-5	5	1	-3
CN(C)CCNC(=O)c1cc2cc(Br)ccc2oc1=O	8	i	-5	4	-1	-7	-2	2	-2
C(=N\n1cnnc1)/c1nc2ccccc2[nH]1	-4	i	-5	7	-8	-8	1	-7	-3
CN(Cc1ccccc1)CC(O)COc1ccc(CNCc2cccnc2)cc1 (configuration not stated)	-9	i	0	-4	5	-5	-3	1	0
CC(C(=O)Nc1nc2ccccc2[nH]1)N1C(=O)C2CC=CCC2C1=O (configuration not stated)	9	i	-1	-2	3	-7	0	0	-9
CN(C(=O)CSc1nnnn1C)C1(C#N)CCCCC1	0	i	1	-10	-8	-7	-4	-6	-1
O=C(CN1C(=O)COc2ccccc21)N1CCOCC1	-7	i	-2	18	10	-10	5	4	-1
COc1ccc(C2C(C(N)=O)=C(C)Nc3nc(-c4ccccc4OC)nn32)cc1OC (configuration not stated)	0	i	0	8	8	0	15	-2	5
CC(C)NC(=O)C1CCN(C(=O)C(C(=O)c2ccccc2)n2cc(Cl)ccc2=O)CC1 (configuration not stated)	15	i	-1	-13	9	-4	-6	3	-2
CCC(C)[C@H](NC(=O)[C@@H]1CSC2c3ccccc3C(=O)N21)C(=O)NCc1ccco1 (some centres not stated)	26	i	-2	11	0	-6	-4	-3	-2
Cc1sc(NC(=O)CN(CCc2ccccc2)C(=O)C2CC2)c(C(N)=O)c1C	4	i	1	11	-5	-1	6	4	0
C=CCNC(=O)C(=O)N/N=C/c1cccc(Br)c1	-5	i	-2	8	-3	-4	2	2	-3
C=CCn1c(SCC(=O)c2c(N)n(C)c(=O)n(C)c2=O)nc2sc(CC)cc2c1=O	-3	i	0	1	-7	2	4	2	8.6*
CCOCCn1c(SCCc2ccccc2)nc2c1c(=O)[nH]c(=O)n2C	18	i	-3	7	-1	-4	-6	1	-2
CCCN1CCN(C(=O)c2cc(COc3ccc(F)c(F)c3)on2)CC1	-6	i	1	12	-7	0	2	2	-3

The list goes on.
SMILES	MLLE-PAM2 inh	Neddyl block	Rin1 Abl inh	SKN-1 block	E coli Lon inh	FAS TE block	CendR NRP1 mod	MT1-MMP act inh	bovine MsrA act
O=C(O)c1cccc([N+](=O)[O-])c1C(=O)Nc1ccc2ccccc2c1	-5	i	0	25	3	4	10	-1	0
CCCCCCCSc1nnc(-c2ccccc2N)c(=O)[nH]1	-13	i	-3	9	0	-1	-11	0	0
O=C(O)CC1SC(=Nc2ccc(O)cc2)NC1=O (configuration not stated)	-14	i	3	4	0	-4	10	2	-3
COc1ccc(-c2[nH]ncc2CN2CCCCCCC2)c(OC)c1	1	i	-1	2	-2	-6	1	5	2
CC1(C)Cc2cccc(OCC(=O)Nc3ccccc3C(F)(F)F)c2O1	-12	i	5	-25	5	7	-3	-1	-7
CCOc1ccccc1NC(=O)C1CCN(C(=O)NCc2ccccc2)CC1	-8	i	3	-6	-5	-10	-16	-3	-7
COC(=O)c1ccc(CO/N=C/c2ccc(OC)cc2OC)cc1	2	i	1	-6	-15	22	-4	4	-2
CCO/N=C(/c1nonc1N)N1CCN(c2ccc([N+](=O)[O-])cc2)CC1	-3	i	-1	6	-3	20	5	2	1
Cc1cccc(C)c1OCCN1CCCC1	-2	i	0	4	-7	-6	28*	1	-1
COc1ccccc1N1CCN(C(=O)c2cc3c(s2)CCC3)CC1	5	i	4	-32	-4	5	3	0	-1
Cc1nn(C)c(Cl)c1CN1CCN(CCC(C)C)C(CCO)C1 (configuration not stated)	-5	i	1	6	-4	-8	8	8	2
O=C(CCCN1C(=O)c2ccccc2C1=O)NCCCN1CCOCC1	18	i	2	2	-6	-4	-3	1	7
CCOc1ccc(CCNC(=O)COC(=O)c2ccc(Cl)nc2)cc1OCC	-13	i	1	13	2	-6	13	2	-2
